TWEAK-Fn14 inh: inhibitors of TWEAK-Fn14 signaling, primary screen, luciferase reporter cells, uHTS; TWEAK-stimulated Fn14 reporter cells, luciferase luminescence, 8 h; 360,000 tested, 2% active; inhibition, % at 10 µM; AID 1159606, 2016; in the data active = inhibition above about 50%
NR5A2 inv ag: LRH-1 (NR5A2) inverse agonists, primary screen, cell-based, luminescence, HEK293T, StAR-luciferase reporter | inhibition, % at 3.6 µM | LRH-1 transfected, 24 h | 360,000 tested, 0.13% active | Nuclear receptor subfamily 5 group A member 2 (Homo sapiens), O00482 | AID 602396, 2012;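 active = inhibition above the mean inhibition of all tested compounds plus 3 SD, cut at about 73% in these data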;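 note: 0% = DMSO wells and 100% = reporter-only cells lacking LRH-1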
Granule exo inh: LAMP-1 surface exposure blockers, TALL-104 cells – cell-based, flow cytometry, MLPCN library, primary screen | TALL-104 LAMP-1 surface exposure; cells stimulated with thapsigargin and PMA | inhibition, % at 10 µM | 360,000 tested, 0.66% active;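 active = inhibition above about 55%, limit read from the data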
TROY NFkB inh: inhibitors of TROY-driven NF-kB signaling, primary screen, Q293 LMP1-TROYcd cells, NF-kB luciferase, uHTS | Q293 LMP1-TROYcd NF-kB luciferase reporter, 4 h | inhibition, % at 10 µM | 360,000 tested, 0.98% active | AID 1347056, 2019;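 active = compounds whose plate-normalised and pattern-corrected inhibition of the luciferase reporter signal at the single screening dose is 50% or more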
NOD2-RIPK2 inh: NOD2-RIPK2 binding disruptors in cells, primary screen, fluorescence, CHO cells, BLA complementation; Receptor-interacting serine/threonine-protein kinase 2 (Homo sapiens), O43353; CCF4 ratio; inhibition, % at 4.98 µM; 360,000 tested, 0.38% active; AID 624267, 2012; in the data active = inhibition above about 21%;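 note: 0% = vehicle only and 100% = reference blocker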
NCOA2 inhibitor: inhibition of GAL4-SRC2 driven luciferase reporter, primary screen, SRC2 inhibitor project, cell-based, luminescence | Nuclear receptor coactivator 2 (Homo sapiens), Q15596 | HEK293 GAL4-SRC2 luciferase reporter | inhibition, % at 9 µM | 370,000 tested, 0.17% active;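 active = inhibition above the mean inhibition of all tested compounds plus 3 SD, set per campaign, cut at about 52% in these data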;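 note: 0% = DMSO treated cells and 100% = cells given Gossypol at 36 µM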
TLR9-MyD88 block: inhibitors of TLR9-MyD88 association in cells, primary screen, cell-based, CHO, BLA complementation, fluorescence. Toll-like receptor 9 (Homo sapiens) + Myeloid differentiation primary response protein …. CCF4 FRET ratio. inhibition, % at 4.98 µM. 340,000 tested, 0.21% active. AID 504734, 2011;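 active = inhibition above the mean over all tested compounds plus 3 SD, cut at about 21% in these data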;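 note: 0% = DMSO only wells and 100% = clavulanate BLA inhibitor control wells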
NCOA1 inh: SRC1 coactivator transcriptional activity inhibitors, primary screen, cell-based, luminescence; HEK293 GAL4-SRC1 luciferase reporter; inhibition, % at 3.6 µM; 360,000 tested, 0.12% active;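 active = inhibition above the campaign mean plus 3 SD, with each screening campaign given its own cutoff, cut at about 60% in these data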;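 note: 0% = DMSO treated cells and 100% = gossypol at 36 µM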
SRC3 inh: SRC3 coactivator transcriptional activity inhibitors, primary screen, cell-based, luminescence. HEK293 GAL4-SRC3 luciferase reporter. inhibition, % at 3.6 µM. 360,000 tested, 0.17% active. AID 588352, 2011;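 active = inhibition above a per-campaign cutoff, the mean of all compounds plus 3 SD, cut at about 60% in these data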;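 note: 0% = DMSO-treated cells and 100% = gossypol-treated cells at 36 µM; higher means less SRC3-driven luciferase light from the GAL4 reporter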
ABHD5-PLIN5 inh: ABHD5-PLIN5 interaction inhibitors, primary screen, cell lysate, split luciferase complementation, luminescence. Split G. princeps luciferase complementation, 4 h. inhibition, % at 4 µM. 360,000 tested, 0.78% active;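 active = inhibition above the mean inhibition across every tested compound plus 3 SD, cut at about 22% in these data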;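 note: 0% = DMSO only wells and the 100% control is not disclosed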
Target sequence (Q00G26 whole entry, looked up): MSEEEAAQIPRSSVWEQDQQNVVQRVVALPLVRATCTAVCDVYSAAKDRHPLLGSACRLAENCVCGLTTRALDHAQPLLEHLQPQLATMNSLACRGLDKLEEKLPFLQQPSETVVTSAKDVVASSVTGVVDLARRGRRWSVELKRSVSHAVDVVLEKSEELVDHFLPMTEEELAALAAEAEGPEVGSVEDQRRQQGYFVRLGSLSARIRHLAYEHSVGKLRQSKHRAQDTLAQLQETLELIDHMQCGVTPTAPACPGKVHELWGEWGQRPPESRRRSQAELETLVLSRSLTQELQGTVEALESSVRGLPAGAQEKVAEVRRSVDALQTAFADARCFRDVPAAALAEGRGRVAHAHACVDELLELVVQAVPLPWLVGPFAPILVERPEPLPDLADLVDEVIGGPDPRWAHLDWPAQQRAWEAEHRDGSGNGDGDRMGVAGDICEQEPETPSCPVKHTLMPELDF
Target sequence (Q8WTS1 whole entry, looked up): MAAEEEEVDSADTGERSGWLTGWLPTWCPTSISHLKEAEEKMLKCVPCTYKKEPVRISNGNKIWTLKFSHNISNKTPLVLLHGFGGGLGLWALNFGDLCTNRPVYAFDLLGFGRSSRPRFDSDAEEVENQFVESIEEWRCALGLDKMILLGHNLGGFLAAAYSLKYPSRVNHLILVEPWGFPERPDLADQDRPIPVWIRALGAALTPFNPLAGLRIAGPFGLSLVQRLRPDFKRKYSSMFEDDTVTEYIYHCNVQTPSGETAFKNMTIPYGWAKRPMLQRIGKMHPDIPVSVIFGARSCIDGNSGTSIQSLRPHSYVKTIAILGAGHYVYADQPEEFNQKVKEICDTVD
COUP-TFII inh: NR2F2 transcriptional activity inhibitors, primary screen, cell-based, luciferase reporter, HEK293T, luminescence | 370,000 tested, 0.7% active | COUP transcription factor 2 (Homo sapiens), P24468 | HEK293T NGFI-A luciferase reporter | inhibition, % at 8.6 µM;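 active = inhibition above a per-plate cutoff, mean inhibition of test wells between control levels plus 3 SD, cut at about 38% in these data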;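 note: cells cotransfected with COUP-TFII expression vector driving the NGFI-A reporter; 0% = median of COUP-TF2 test wells and 100% = reporter-only cells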
The depositor's hits bear a star; · = not tested or not shown.

SMILES | TWEAK-Fn14 inh | NR5A2 inv ag | Granule exo inh | TROY NFkB inh | NOD2-RIPK2 inh | NCOA2 inhibitor | TLR9-MyD88 block | NCOA1 inh | SRC3 inh | ABHD5-PLIN5 inh | COUP-TFII inh
CN(C)CCCNC(=O)/C=C/c1ccc2c(c1)OCO2 | -10 | 3 | -3 | -2 | 4 | 1 | 1 | -8 | 20 | 1 | 2
COc1cc(C(C)=O)ccc1OCC(=O)NCC(c1ccc(F)cc1)N1CCOCC1 (stereo unspecified) | -6 | -4 | 62* | 19 | -12 | -10 | -3 | 9 | 1 | 0 | 5
Cc1ccc(C)c(OC(=O)c2cccc(S(=O)(=O)N3CCN(C)CC3)c2)c1 | -1 | 9 | -2 | -3 | 1 | 21 | 8 | -9 | 4 | 1 | -11
CCc1ccc(N2CC(C(=O)NCCC3=CCCCC3)CC2=O)cc1 (stereo unspecified) | -8 | 13 | 8 | -27 | 4 | -7 | 0 | 2 | 15 | 2 | 12
CSc1ncccc1C(=O)OC(C)C(=O)Nc1ccc2c(c1)OCCO2 (stereo unspecified) | -7 | 6 | 3 | -9 | -2 | -21 | 0 | -32 | 10 | -5 | -15
Cc1ccc(C(=O)CC2(O)C(=O)N(Cc3ccc4c(c3)OCO4)c3ccccc32)cc1 (stereo unspecified) | 8 | -12 | 0 | 5 | 4 | -11 | -2 | -7 | 3 | -4 | 5
NC(=O)c1nsc(C(=O)N(c2ccccc2)C(C(=O)NC2CCCC2)c2ccncc2)c1N (stereo unspecified) | -12 | -17 | -5 | 1 | -3 | -5 | -3 | -100 | -24 | -7 | -4
CC(C)CNC(=S)N1CCC(c2nc(-c3ccc(F)cc3)no2)CC1 | 16 | 0 | 7 | 27 | 8 | 19 | 7 | 11 | 11 | -5 | 23
Cc1ccccc1CS(=O)(=O)c1cn(CC(=O)N2CCC(C)CC2)c2ccccc12 | 6 | -15 | 0 | -8 | 9 | -7 | -11 | -23 | 19 | -4 | 2
CCOC(=O)[C@@H]1[C@H]2COc3ccc(Br)cc3[C@@H]2N2C(=O)N(c3ccccc3)C(=O)[C@@]12C | 6 | 26 | 34 | -14 | 7 | 1 | 1 | 3 | 22 | 5 | 8
O=C(COc1ccccc1Cl)Nc1nnc(S(=O)(=O)N2CCCCCC2)s1 | -20 | -17 | -3 | -7 | -20 | -22 | 6 | -34 | -6 | 1 | 2
COC(=O)N/N=C/c1ccc(-c2cccc(Cl)c2)o1 | -31 | -37 | -5 | -30 | 0 | -28 | -8 | -14 | -19 | 1 | -3
CN1C[C@@H]2[C@@H]3C(=O)N(C)C(=O)[C@@H]3[C@](Cc3ccccc3)(C1=O)N2C(=O)c1ccc(F)cc1 | 2 | 2 | -5 | -7 | -6 | -40 | -4 | -32 | -16 | 0 | -10
COc1ccc(Cl)cc1C(=O)NCC(C)C | 3 | 4 | -3 | -6 | -1 | -16 | 10 | -1 | 7 | -1 | -17
CSCCC(C(=O)NC(C)(C)C)n1c(-c2ccccc2)nc2ccccc21 (stereo unspecified) | · | -28 | -1 | · | -6 | 12 | · | · | · | -14 | 0
O=C(OCC(=O)N1CCOCC1)c1ccccc1OCc1ccccc1Cl | -3 | 5 | -4 | -3 | 6 | 3 | 1 | -12 | -6 | 5 | -3
CC(C)OP(=O)(c1ccc(N(C)C)cc1)C(O)c1ccc(C(C)C)cc1 (stereo unspecified) | 15 | 2 | -6 | -3 | -4 | -2 | 5 | 19 | -4 | -2 | 11
O=C(Nc1ccccc1C(=O)NCc1cccnc1)c1ccccc1Cl | 1 | 14 | -3 | 12 | 1 | 23 | 12 | -20 | 10 | -3 | 21
CCN1CCCC1CNC(=O)c1cc2c(C)nc3ccccc3c2o1 (stereo unspecified) | -16 | 0 | -2 | 7 | -15 | -44 | 2 | -6 | 12 | 2 | -1
O=C(c1ccco1)N1CCN(C(c2ccc(Cl)cc2)c2nnnn2CC2CCCO2)CC1 (stereo unspecified) | -11 | 28 | 2 | -10 | -5 | -22 | -14 | 7 | -5 | 4 | 5

(listing goes on)
SMILES | TWEAK-Fn14 inh | NR5A2 inv ag | Granule exo inh | TROY NFkB inh | NOD2-RIPK2 inh | NCOA2 inhibitor | TLR9-MyD88 block | NCOA1 inh | SRC3 inh | ABHD5-PLIN5 inh | COUP-TFII inh
CCCc1nc2c(=O)n(C)c(=O)[nH]c2n1C | 22 | 6 | 0 | 29 | -3 | 2 | 3 | -16 | -20 | 5 | -11
COc1ccccc1N1CC(C(=O)Nc2ccc(S(=O)(=O)N3CCOCC3)cc2)CC1=O (stereo unspecified) | 10 | 1 | -6 | 1 | 3 | 1 | -2 | -5 | 12 | 0 | 3
CN(C)C1=NCCN1CCCC1CCCC1 | 2 | -5 | 9 | 3 | 1 | -3 | -4 | 12 | 5 | 6 | 13
CCC(C)[C@H](NC(=O)[C@H](Cc1ccccc1)n1c(=O)[nH]c2ccccc2c1=O)C(=O)N1CCC[C@@H]1C(=O)O (stereo partly specified) | 6 | -14 | 1 | 12 | 5 | -12 | -9 | -23 | -29 | -6 | 11
CCCCNC(=O)C1C(c2ccc(OC)cc2)=Nc2ccccc2N1C(=O)c1cccnc1 (stereo unspecified) | · | -46 | 2 | · | 11 | -11 | · | · | · | 6 | -4
CC1=CC(C)C2C(=O)N(O)C(=O)C2C1 (stereo unspecified) | -4 | -8 | 3 | -14 | -6 | -11 | 2 | -11 | 15 | 1 | 21
COc1ccccc1N1CCN(/N=C/c2cccc(OC)c2OC)CC1 | -11 | -6 | -2 | -39 | 0 | -1 | -1 | -9 | 1 | -5 | 11
O=C(COC(=O)COc1ccc(Br)cc1)NCc1ccc2c(c1)OCO2 | -5 | -6 | -4 | 6 | 3 | 28 | -17 | 3 | 5 | 1 | 4
CS(=O)(=O)N(CC(=O)NC1CCCCCC1)Cc1ccc(Cl)cc1 | -16 | -13 | 0 | 2 | -14 | 22 | 2 | 6 | 27 | 5 | 0
CCC(CC)c1nnc(NC(=O)c2ccco2)s1 | -2 | -14 | -2 | -36 | -8 | -15 | -3 | -12 | 5 | 4 | -3
COc1ccc(CCNc2c([N+](=O)[O-])c(=O)oc3ccccc23)cc1OC | -3 | 15 | 0 | -24 | -4 | -28 | 0 | -4 | 8 | 6 | -3
O=C1C2C3C=CC(C3=C(c3ccccc3)c3ccccc3)C2C(=O)N1Cc1ccccc1 (stereo unspecified) | 12 | -8 | 6 | 11 | -16 | -26 | -11 | -10 | 16 | 3 | -12
CCc1sc(C(=O)NCc2ccccc2)cc1C | -2 | -11 | -4 | -14 | -2 | -30 | -5 | 5 | 4 | 7 | -6
O=C(OCc1cc(=O)n2ccsc2n1)c1ccccc1O | -29 | -34 | 4 | -65 | -9 | -16 | -6 | -36 | -41 | 0 | -19
C=CCNC(=S)N/N=C/c1ccc(OCc2ccccc2)cc1 | 11 | 8 | 0 | -13 | 5 | 2 | 3 | 13 | 17 | -4 | 4
O=C(Nc1ccc(Cl)cc1Cl)NC1CCCC1 | 1 | -3 | 0 | -44 | -5 | -5 | -6 | -23 | -7 | 2 | -29
CCc1cc2c(=O)n(Cc3ccco3)c(SCC(=O)N(C)C3CCS(=O)(=O)C3)nc2s1 (stereo unspecified) | 14 | 4 | -3 | 6 | -8 | 9 | 11 | 0 | -11 | 16 | -12
COc1ccccc1NS(=O)(=O)c1cc(NC(=O)C(C)(C)C)ccc1N1CCOCC1 | 17 | 17 | -2 | -8 | -8 | -13 | 2 | 35 | 10 | -11 | 13
CN(CC(=O)N1CCN(c2ccccn2)CC1)S(=O)(=O)c1ccccc1 | -26 | -22 | -1 | -4 | 2 | -76 | -7 | -18 | 2 | -2 | -23
Cc1cc(O)c2c(c1)C(=O)c1cc(O)cc(O)c1C2=O | -46 | -7 | 4 | -23 | -4 | 18 | -4 | -14 | -14 | -10 | 2

(list continues)
SMILES | TWEAK-Fn14 inh | NR5A2 inv ag | Granule exo inh | TROY NFkB inh | NOD2-RIPK2 inh | NCOA2 inhibitor | TLR9-MyD88 block | NCOA1 inh | SRC3 inh | ABHD5-PLIN5 inh | COUP-TFII inh
CCCc1c(C(=O)N/N=C/c2ccc(OCc3ccc(F)cc3)cc2)nnn1-c1nonc1N | -16 | -1 | -6 | -35 | 3 | 12 | 1 | -21 | -9 | 6 | -5
O=C1CC(O)(C(F)(F)F)Oc2c1ccc1ccccc21 (stereo unspecified) | 25 | -10 | 0 | 18 | -5 | -17 | 8 | -12 | -3 | -1 | 10
CCCC(=O)N1CCC1(C)C(=O)NS(=O)(=O)c1cc2c(cc1C)CCCS2(=O)=O (stereo unspecified) | -7 | 6 | -1 | 1 | -2 | -12 | · | -1 | -4 | -9 | 4
CCOC(=O)[C@H]1[C@H]2COc3ccc(C)cc3[C@@H]2N2C(=O)CN(Cc3ccc(OC)cc3)C(=O)[C@@]12C | 0 | -30 | -3 | -9 | 5 | -35 | 1 | 10 | 17 | -2 | -7
N#CCCN(C(=O)COC(=O)c1ccc(CNS(=O)(=O)c2ccc(F)c(Cl)c2)cc1)c1ccc(F)cc1 | -11 | 1 | -1 | 8 | 4 | 4 | 11 | 15 | -2 | 11 | -1
CCCCCCN1C[C@H](O)[C@@H](n2cc(COC(=O)c3ccccc3)nn2)C[C@@H]1c1ccccc1 | 6 | 19 | 3 | -3 | 5 | 10 | -5 | 11 | -32 | -13 | 23
Cc1cccc(-c2noc(CCCC(=O)NC3CCCC3)n2)c1 | -5 | 7 | -2 | -4 | -2 | 16 | -3 | 9 | -4 | 6 | 18
COc1ccc(C(=O)C2CCCN(S(=O)(=O)C(C)C)C2)c(C)c1 (stereo unspecified) | -11 | 1 | -1 | 2 | 5 | 9 | -5 | 4 | -2 | -4 | -22
O=C(O)COCC(=O)N1CCN(C2c3ccccc3-c3ccccc32)CC1 | 5 | 12 | -1 | -1 | 11 | 5 | 12 | -2 | 18 | 1 | -6
O=C1CCCC2=C1C(c1ccsc1)CC(=O)N2c1ccccc1 (stereo unspecified) | -2 | -51 | -4 | 18 | 0 | 1 | 2 | 13 | 9 | -4 | -2
Clc1ccc(CN2CCCCCC2)cc1Cl | -3 | -3 | -1 | -25 | -10 | 15 | 4 | -3 | -2 | 0 | 5

Quoted at random: 2 compounds from above
SMILES | TWEAK-Fn14 inh | NR5A2 inv ag | Granule exo inh | TROY NFkB inh | NOD2-RIPK2 inh | NCOA2 inhibitor | TLR9-MyD88 block | NCOA1 inh | SRC3 inh | ABHD5-PLIN5 inh | COUP-TFII inh
O=C1CCCC2=C1C(c1ccsc1)CC(=O)N2c1ccccc1 (stereo unspecified) | -2 | -51 | -4 | 18 | 0 | 1 | 2 | 13 | 9 | -4 | -2
COc1ccc(C(=O)C2CCCN(S(=O)(=O)C(C)C)C2)c(C)c1 (stereo unspecified) | -11 | 1 | -1 | 2 | 5 | 9 | -5 | 4 | -2 | -4 | -22

Assay outcomes from PubChem BioAssay.

A portion of the library; count on the stated rates, not on these rows.
